procasp3 activ – activates human procaspase-3 | P42574 | recombinant procaspase-3 D3A, Ac-DEVD-pNA absorbance 405 nm | activation, % at 8.5 µM | 0.11% of 330,000 active;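 active = activation above the mean of all tested compounds plus 3 SD, cut at about 21% in these data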;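 note: 0% = DMSO alone and 100% = DMSO wells spiked with extra 5 µM PC-3 D3A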
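Assay system: Procaspase-3 D3A mutant, all three cleavage aspartates alanine. Buffer or medium: Zinc-free HEPES saline buffer with Triton X-100. Times: 1 h compound preincubation, 2 h substrate hydrolysis at 25 °C. Measured by: 405 nm absorbance of p-nitroaniline, reads at 0 and 120 min. Read-out basis: percent activation relative to control range. Replicates: singlicate.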
LAP4-GFP MLPCN – modulators of TOR pathway LAP4-GFP in S. cerevisiae; GFP response vs DMSO, % at 10 µM; 0.34% of 320,000 active; S. cerevisiae LAP4-GFP multiplex, flow cytometry GFP, 3 h; median GFP as percent of DMSO wells;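 active = GFP response vs DMSO above a set limit, about the screen mean plus 3 SD, cut at about 150% in these data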
procasp7 counter – counter-screen: procaspase-7 (human) activation; 0.093% of 330,000 active; activation, % at 8.5 µM; recombinant procaspase-7, Ac-DEVD-pNA absorbance 405 nm; D23A/D198A/D206A triple mutant, cannot self-cleave; scale: DMSO 0, 5 µM enzyme 100; P55210;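 active = percent activation above the screen-wide mean plus 3 SD, cut at about 25% in these data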
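System: Procaspase-7 triple mutant (PC-7 D3A); measure: % activation from two-timepoint absorbance difference, scaled to controls; times: 1 h compound preincubation, 2 h substrate cleavage, 25 °C; also added: Ac-DEVD-pNA substrate, 400 µM as added; measured by: Epi-absorbance of released pNA at 405 nm, two timepoints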
MEP2 TOR yeast – alters MEP2-GFP fluorescence in TOR pathway yeast screen. GFP response vs DMSO, % at 10 µM. S. cerevisiae MEP2-GFP strain, flow cytometry GFP, 3 h; 100% = DMSO control level. 0.51% of 330,000 active. AID 2016;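 active = GFP response versus DMSO above a set limit, roughly screen mean plus 3 SD, cut at about 180% in these data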;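 note: median GFP fluorescence of the barcode-gated MEP2-GFP cells per well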
RPL19A TOR yeast – yeast TOR pathway RPL19A-GFP modulation; S. cerevisiae RPL19A-GFP strain, flow cytometry, 3 h; active compounds read low; percent response vs DMSO, % at 10 µM; 0.3% of 330,000 active; AID 2025;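 active = percent response vs DMSO below 50%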;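 note: median channel GFP fluorescence of the barcoded RPL19A-GFP strain; ratio of sample median GFP to plate DMSO average so 100% = DMSO; lower means less RPL19A-GFP as with rapamycin TOR inhibition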
EBNA-1 inhibitor – blocks EBNA-1 binding to DNA. inhibition, % at 14.8 µM. 0.34% of 300,000 active. EBNA-1 DNA binding, fluorescence polarization; in the data active = inhibition above about 28%
ZTA counter – counter-screen for EBNA-1 inhibitors: inhibitors of Epstein-Barr virus ZTA. 0.15% of 320,000 active. inhibition, % at 11 µM. P03206. ZTA-DNA binding, fluorescence polarization; in the data active = inhibition above about 33%
AHR activator – activators of human aryl hydrocarbon receptor; 2.5% of 320,000 active; AHR-responsive luciferase reporter cells, luminescence; AID 2796; activation, % at 5 µM; in the data active = activation above about 47%;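 note: 0% = vehicle wells and 100% = reference agonist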
The depositor's hits bear a star. An unsorted share of the library, and some 3.8% of all compounds hit somewhere here.

How did Cn1c(SCc2ccccn2)nnc1-c1ccccc1 do in these assays?
procasp3 activ: -2.9; LAP4-GFP MLPCN: 100.5; procasp7 counter: 7.9; MEP2 TOR yeast: 110.1; RPL19A TOR yeast: 96.6; EBNA-1 inhibitor: -2.8; ZTA counter: -25.6; AHR activator: -1.4

How did COc1cccc(N2CCN(CC(=O)Nc3nc(C)c(C(=O)N(C)C)s3)CC2)c1 do in these assays?
procasp3 activ: -0.4; LAP4-GFP MLPCN: 90.8; procasp7 counter: -4.1; MEP2 TOR yeast: 106.9; RPL19A TOR yeast: 104.6; EBNA-1 inhibitor: 4.1; ZTA counter: 9.5; AHR activator: 1.8

How did Cc1ccc(C)n1-c1ccc(N2CCOCC2)cc1 do in these assays?
procasp3 activ: -6.2; LAP4-GFP MLPCN: 103.7; procasp7 counter: -5.3; MEP2 TOR yeast: 102.5; RPL19A TOR yeast: 105.0; EBNA-1 inhibitor: -4.0; ZTA counter: 15.5; AHR activator: 3.8

Results for CCCCc1cc(=O)oc2cc(OCC(=O)NCc3ccccn3)ccc12 ?
procasp3 activ: 10.5; LAP4-GFP MLPCN: 108.2; procasp7 counter: -3.9; MEP2 TOR yeast: 100.2; RPL19A TOR yeast: 97.5; EBNA-1 inhibitor: -6.6; ZTA counter: -6.1; AHR activator: 38.4

Results for COC(=O)C/C(O)=C(/N=Nc1cccc(C(F)(F)F)c1)C(=O)OC ?
procasp3 activ: 5.9; LAP4-GFP MLPCN: 103.8; procasp7 counter: 4.7; MEP2 TOR yeast: 105.1; RPL19A TOR yeast: 103.2; EBNA-1 inhibitor: -17.1; ZTA counter: -4.0; AHR activator: 0.3

Results for Cn1c(CNC(=O)c2ccccc2F)nnc1SCc1nc2ccccc2c(=O)[nH]1 ?
procasp3 activ: -2.6; LAP4-GFP MLPCN: 93.0; procasp7 counter: 7.3; MEP2 TOR yeast: 95.1; RPL19A TOR yeast: 98.5; EBNA-1 inhibitor: -18.8; ZTA counter: -0.4; AHR activator: 1.6

How did Nc1ccc(OCCCc2c(N)nc(N)nc2N)cc1 do in these assays?
procasp3 activ: -4.5; LAP4-GFP MLPCN: 91.6; procasp7 counter: -9.9; MEP2 TOR yeast: 103.0; RPL19A TOR yeast: 101.9; EBNA-1 inhibitor: -1.4; ZTA counter: -5.9; AHR activator: 2.0

Results for N#Cc1ccc(NC(=O)c2nc(-c3ccccc3)n(-c3ccccc3)n2)cc1 ?
procasp3 activ: 1.1; LAP4-GFP MLPCN: 89.2; procasp7 counter: 0.6; MEP2 TOR yeast: 93.7; RPL19A TOR yeast: 90.9; EBNA-1 inhibitor: -6.1; ZTA counter: -1.1; AHR activator: -1.5

Results for Fc1ccc(NC(=S)NCCN2CCOCC2)cc1 ?
procasp3 activ: -0.5; LAP4-GFP MLPCN: 101.7; procasp7 counter: 0.8; MEP2 TOR yeast: 95.6; RPL19A TOR yeast: 98.1; EBNA-1 inhibitor: -4.3; ZTA counter: 9.6; AHR activator: 2.8

Results for O=c1cc(CSc2nnc(Nc3ccccc3)s2)nc2sccn12 ?
procasp3 activ: 0.8; LAP4-GFP MLPCN: 94.4; procasp7 counter: 1.0; MEP2 TOR yeast: 96.9; RPL19A TOR yeast: 93.9; EBNA-1 inhibitor: -7.8; ZTA counter: -0.8; AHR activator: 56.6*

What do the screens show for `COc1ccc(NC(=O)CSc2ccc(-c3sc(C)nc3C)nn2)cc1OC`?
procasp3 activ: 0.6; LAP4-GFP MLPCN: 76.5; procasp7 counter: 3.3; MEP2 TOR yeast: 90.7; RPL19A TOR yeast: 97.6; EBNA-1 inhibitor: 3.6; ZTA counter: -1.2; AHR activator: 13.6

How did CC(C)(C)C(=O)Nc1nnc(Cc2ccccc2)s1 do in these assays?
procasp3 activ: -0.7; LAP4-GFP MLPCN: 93.5; procasp7 counter: -2.0; MEP2 TOR yeast: 100.1; RPL19A TOR yeast: 100.1; EBNA-1 inhibitor: 5.0; ZTA counter: 10.8; AHR activator: 1.2

What do the screens show for `CCN1CCN(CC(=O)Nc2nc3ccc(OC)cc3s2)CC1`?
procasp3 activ: -7.4; LAP4-GFP MLPCN: 105.4; procasp7 counter: 2.5; MEP2 TOR yeast: 111.2; RPL19A TOR yeast: 108.4; EBNA-1 inhibitor: 8.6; ZTA counter: -0.9; AHR activator: -0.3

Results for COc1ccc(OCC(=O)N/N=C(\C)c2ccc(OC)cc2)cc1 ?
procasp3 activ: -1.4; LAP4-GFP MLPCN: 100.7; procasp7 counter: -4.2; MEP2 TOR yeast: 94.8; RPL19A TOR yeast: 93.6; EBNA-1 inhibitor: -8.4; ZTA counter: 1.2; AHR activator: 10.7

Results for COc1ccc(CN(C(=O)c2cnccn2)C(C(=O)Nc2ccc(F)cc2)c2ccccc2)cc1 (stereo unspecified) ?
procasp3 activ: -10.6; LAP4-GFP MLPCN: 99.5; procasp7 counter: 8.1; MEP2 TOR yeast: 102.0; RPL19A TOR yeast: 98.5; EBNA-1 inhibitor: -1.7; ZTA counter: -3.5; AHR activator: 6.4

How did COc1ccc(C)cc1NC(=O)C(=O)NCc1ccncc1 do in these assays?
procasp3 activ: 5.8; LAP4-GFP MLPCN: 114.7; procasp7 counter: 5.3; MEP2 TOR yeast: 118.0; RPL19A TOR yeast: 114.7; EBNA-1 inhibitor: 2.8; ZTA counter: 12.2; AHR activator: 50.3*

What do the screens show for `CC(=O)c1ccc(N2Cc3ccccc3/C2=N\C(=O)Nc2ccccc2)cc1`?
procasp3 activ: -3.2; LAP4-GFP MLPCN: 106.0; procasp7 counter: 0.9; MEP2 TOR yeast: 96.2; RPL19A TOR yeast: 99.5; EBNA-1 inhibitor: -13.4; ZTA counter: -10.2; AHR activator: 8.1

What do the screens show for `CCC(C)(C)NC(=O)C(c1cccs1)N(CC1CCCO1)C(=O)Cn1nnc2ccccc21` (stereo unspecified)?
procasp3 activ: -8.4; LAP4-GFP MLPCN: 87.3; procasp7 counter: 8.1; MEP2 TOR yeast: 195.0*; RPL19A TOR yeast: 95.2; EBNA-1 inhibitor: 11.3; ZTA counter: -1.4; AHR activator: 0.7

Results for Cc1ccc(S(=O)(=O)C2(C(=O)N3CCCCC3C)CC2)cc1 (stereo unspecified) ?
procasp3 activ: 3.3; LAP4-GFP MLPCN: 96.4; procasp7 counter: 5.2; MEP2 TOR yeast: 93.9; RPL19A TOR yeast: 90.2; EBNA-1 inhibitor: 12.8; ZTA counter: 1.4; AHR activator: -1.8

What do the screens show for `O=C(COc1ccc(S(=O)(=O)N2CCCC2)cc1)N1CCCC1`?
procasp3 activ: 2.4; LAP4-GFP MLPCN: 93.0; procasp7 counter: 9.9; MEP2 TOR yeast: 100.3; RPL19A TOR yeast: 105.1; EBNA-1 inhibitor: -5.8; ZTA counter: 9.4; AHR activator: -0.8

Reprinted at random: three records from the list
Results for COc1ccc(OCC(=O)N/N=C(\C)c2ccc(OC)cc2)cc1 ?
procasp3 activ: -1.4; LAP4-GFP MLPCN: 100.7; procasp7 counter: -4.2; MEP2 TOR yeast: 94.8; RPL19A TOR yeast: 93.6; EBNA-1 inhibitor: -8.4; ZTA counter: 1.2; AHR activator: 10.7

Results for Cn1c(CNC(=O)c2ccccc2F)nnc1SCc1nc2ccccc2c(=O)[nH]1 ?
procasp3 activ: -2.6; LAP4-GFP MLPCN: 93.0; procasp7 counter: 7.3; MEP2 TOR yeast: 95.1; RPL19A TOR yeast: 98.5; EBNA-1 inhibitor: -18.8; ZTA counter: -0.4; AHR activator: 1.6

Results for COC(=O)C/C(O)=C(/N=Nc1cccc(C(F)(F)F)c1)C(=O)OC ?
procasp3 activ: 5.9; LAP4-GFP MLPCN: 103.8; procasp7 counter: 4.7; MEP2 TOR yeast: 105.1; RPL19A TOR yeast: 103.2; EBNA-1 inhibitor: -17.1; ZTA counter: -4.0; AHR activator: 0.3

Further entries.
Results for CC1=C(C(=O)Nc2ccccc2F)C(c2cccs2)C2=C(CCCC2=O)N1 (stereo unspecified) ?
procasp3 activ: -0.8; LAP4-GFP MLPCN: 91.4; procasp7 counter: -11.3; MEP2 TOR yeast: 114.0; RPL19A TOR yeast: 101.2; EBNA-1 inhibitor: -2.4; ZTA counter: -4.5; AHR activator: 7.3

How did CCOC(=O)c1cc(-c2ccccc2C)nn1CC1CC(c2ccc(OC)cc2)=NO1 (stereo unspecified) do in these assays?
procasp3 activ: -0.6; LAP4-GFP MLPCN: 88.1; procasp7 counter: 4.0; MEP2 TOR yeast: 97.8; RPL19A TOR yeast: 96.8; ZTA counter: -9.8; AHR activator: 0.8

How did COc1ccc(-c2noc(CSc3nnc(Cc4ccccc4)n3-c3ccc(Cl)cc3)n2)cc1 do in these assays?
procasp3 activ: 3.5; LAP4-GFP MLPCN: 105.6; procasp7 counter: -11.6; MEP2 TOR yeast: 110.8; RPL19A TOR yeast: 107.9; EBNA-1 inhibitor: -8.6; ZTA counter: 14.4; AHR activator: 0.6

How did O=C1NC(=Nc2ccccc2)/C(=C/c2ccco2)S1 do in these assays?
procasp3 activ: -24.3; LAP4-GFP MLPCN: 100.4; procasp7 counter: -34.8; MEP2 TOR yeast: 111.9; RPL19A TOR yeast: 113.4; EBNA-1 inhibitor: -4.0; ZTA counter: 8.0; AHR activator: 84.0*

What do the screens show for `COc1ccc2cc(CN(CCCN3CCOCC3)Cc3nnnn3C3CCCC3)c(=O)[nH]c2c1`?
procasp3 activ: 4.8; LAP4-GFP MLPCN: 100.1; procasp7 counter: -5.5; MEP2 TOR yeast: 95.2; RPL19A TOR yeast: 97.8; EBNA-1 inhibitor: 1.8; ZTA counter: 12.8; AHR activator: 1.5

Results for CCOc1ccc(N2C(=O)/C(=C/c3ccc(C)o3)N(C)C2=S)cc1 ?
procasp3 activ: -11.3; LAP4-GFP MLPCN: 93.1; procasp7 counter: -17.4; MEP2 TOR yeast: 96.7; RPL19A TOR yeast: 105.2; EBNA-1 inhibitor: -4.9; ZTA counter: 4.3; AHR activator: -1.9

What do the screens show for `COCC(=O)N/N=C(\C)CC(=O)Nc1ccccc1C(N)=O`?
procasp3 activ: 6.4; LAP4-GFP MLPCN: 96.9; procasp7 counter: 2.8; MEP2 TOR yeast: 109.0; RPL19A TOR yeast: 100.1; EBNA-1 inhibitor: 7.9; ZTA counter: -10.7; AHR activator: 4.0

How did CC(C)(C)NC(=O)NC(=O)CN1CCN(c2cccc(Cl)c2)CC1 do in these assays?
procasp3 activ: -1.2; LAP4-GFP MLPCN: 100.9; procasp7 counter: 6.9; MEP2 TOR yeast: 99.8; RPL19A TOR yeast: 100.5; EBNA-1 inhibitor: -12.5; ZTA counter: -4.5; AHR activator: -0.6

How did Cc1nnc(SCC(=O)c2c(N)n(C)c(=O)n(C)c2=O)[nH]c1=O do in these assays?
procasp3 activ: 2.1; LAP4-GFP MLPCN: 95.7; procasp7 counter: -5.4; MEP2 TOR yeast: 98.4; RPL19A TOR yeast: 100.1; EBNA-1 inhibitor: 8.0; ZTA counter: 9.7; AHR activator: 0.7

How did Cc1cccc(C(=O)OCC(=O)NC(C)CCc2ccccc2)c1O (stereo unspecified) do in these assays?
procasp3 activ: 0.8; LAP4-GFP MLPCN: 102.0; procasp7 counter: -4.1; MEP2 TOR yeast: 105.1; RPL19A TOR yeast: 103.6; EBNA-1 inhibitor: 12.1; ZTA counter: -5.7; AHR activator: 0.9

Results for O=C1CCCN1c1ccc(S(=O)(=O)Nc2ccc3c(c2)OCCO3)cc1 ?
procasp3 activ: -0.2; LAP4-GFP MLPCN: 94.2; procasp7 counter: 6.0; MEP2 TOR yeast: 101.2; RPL19A TOR yeast: 96.2; EBNA-1 inhibitor: -0.3; ZTA counter: -7.3; AHR activator: -3.9
